# Screening results: PubChem, National Center for Advancing Translational Sciences (NCATS)
# HCMV inh = human cytomegalovirus inhibition; HFF cells, HCMV-luciferase reporter, 72 h; active compounds read low; activity change, negative = inhibition, % at 57.5 µM; hit rate 4.5% among 410,000; in the data active = activity change below about -60%; inconclusive = no clear call, values can overlap the other calls; inactive = above about -39%
#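 HFF cells seeded 16 h at 37C, treated with compounds, infected with luciferase-reporter HCMV at MOI 1 PFU/cell; luciferase read at 72 h post infection, normalized to buffer-only and Salinomycin controls.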
# AmpC inh no detg = blocks E. coli AmpC beta-lactamase in detergent-free assay; P00811; hit rate 0.52% among 330,000; Potency, µM (highest dose often 57.1 µM), inactives show at the top dose activity change, negative = inhibition, actives largely listed as inhibitors; AmpC nitrocefin hydrolysis, absorbance 480 nm, 0.0001% Triton;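 also: potency is read from the fitted curve at half-maximal effect; plate controls were no compound for no effect and no enzyme for full effect; nearly all actives have a fitted effect of over 20% in size; some results filed as inactive show a strong effect at the top dose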
# Target sequence (P00811 whole entry, looked up): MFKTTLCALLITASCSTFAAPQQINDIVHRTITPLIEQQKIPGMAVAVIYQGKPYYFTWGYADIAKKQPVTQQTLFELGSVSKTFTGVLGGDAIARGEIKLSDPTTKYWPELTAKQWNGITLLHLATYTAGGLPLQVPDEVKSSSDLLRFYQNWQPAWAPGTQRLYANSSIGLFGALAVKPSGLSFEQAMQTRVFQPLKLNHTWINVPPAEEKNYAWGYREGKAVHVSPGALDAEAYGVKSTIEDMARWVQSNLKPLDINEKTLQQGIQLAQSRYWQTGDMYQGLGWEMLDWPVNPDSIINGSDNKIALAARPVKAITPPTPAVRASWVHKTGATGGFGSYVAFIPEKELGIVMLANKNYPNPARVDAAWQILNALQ
#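 20 mM phosphate pH 7.0 + 0.01% (detergent screen) or 0.0001% Triton X-100; 5.3 nM AmpC reagent; cpd preinc 15 min RT; nitrocefin (800 uM stock) to start; A480 q20 s × 4 min; Activity was normalised to no-enzyme and no-compound control wells.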
# AMA1 RON2 block = disrupts binding of P. falciparum AMA1 to RON2. AlphaScreen AMA1-biotinylated RON2 peptide binding. Potency, µM (titrated, usually from 58.2 µM), inactives show at the top dose activity change, negative = inhibition, usual class: inhibitors. hit rate 0.2% among 360,000. AID 720542;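 also: potency is read from the fitted curve at half-maximal effect; 0% = vehicle wells and -100% = peptide control; nearly all actives have a fitted effect of over 45% in size; some results filed as inactive show a strong effect at the top dose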
#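 AMA1 (3D7) with his tag at 25 nM final met compounds first, then biotinylated RON2 peptide at 25 nM; detection used donor plus acceptor beads, 10 µg/mL apiece, read by AlphaScreen after 30 min at room temperature.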
# Tb PYK inh = blocks Trypanosoma brucei pyruvate kinase. TbPYK enzyme, Kinase-Glo Plus ATP luminescence, 45 min. Potency, µM (titrated, usually from 76.8 µM), without a hit: top-dose activity, negative = inhibition, actives largely listed as inhibitors. AID 624173. hit rate 0.12% among 410,000; also: potency is read from the fitted curve at half-maximal effect; nearly all actives have a fitted effect of over 50% in size
#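 T. brucei PYK with substrate was exposed to pin-transferred compounds across a concentration series, then started with 130 uM ADP (final). After 45 min at room temperature, Kinase-Glo Plus luminescence was read, normalized and curve-fitted.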
# AmpC detergent = blocks E. coli AmpC beta-lactamase in detergent assay; AmpC hydrolysis of nitrocefin, absorbance 480 nm, 0.01% Triton; Potency, µM (doses to about 114 µM), for inactives: at the highest dose activity change, negative = inhibition, most hits filed as inhibitors; hit rate 0.041% among 370,000; AID 485294;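 also: potency is read from the fitted curve at half-maximal effect; 0% = no-compound wells and -100% = no-enzyme wells; nearly all actives have a fitted effect of over 25% in size; some results filed as inactive show a strong effect at the top dose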
#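 AmpC (5.3 nM in the dispensed reagent) in 20 mM phosphate pH 7.0 with 0.01% (detergent screen) or 0.0001% Triton X-100 was preincubated with compounds for 15 min at room temperature. Nitrocefin was then added from an 800 uM solution, and hydrolysis was followed at 480 nm.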
# Sm TGR block = inhibitors of Schistosoma mansoni thioredoxin glutathione reductase | purified TGR, DTNB reduction, TNB absorbance 405 nm | hit rate 3% among 360,000 | Potency, µM (series often up to 114 µM), for inactives: at the highest dose activity change, negative = inhibition, most hits filed as inhibitors | AID 485364; also: potency is read from the fitted curve at half-maximal effect; nearly all actives have a fitted effect of over 60% in size
#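 TGR 20 nM + NADPH 100 uM (dispensed conc.), cpd preinc 15 min RT; start with NADPH (500 uM addition) then DTNB (15 mM addition). Kinetic TNB absorbance, 405 nm filter. Four-parameter Hill fit across titration.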
# LmPK inhibitor = inhibitors of Leishmania mexicana pyruvate kinase; hit rate 0.37% among 290,000; Potency, µM (highest dose often 57.5 µM), inactives show at the highest dose activity change, negative = inhibition, most hits filed as inhibitors; Q27686; purified LmPK, Kinase-Glo ATP luminescence, 1 h; also: potency is read from the fitted curve at half-maximal effect
# Target sequence (Q27686 whole entry, looked up): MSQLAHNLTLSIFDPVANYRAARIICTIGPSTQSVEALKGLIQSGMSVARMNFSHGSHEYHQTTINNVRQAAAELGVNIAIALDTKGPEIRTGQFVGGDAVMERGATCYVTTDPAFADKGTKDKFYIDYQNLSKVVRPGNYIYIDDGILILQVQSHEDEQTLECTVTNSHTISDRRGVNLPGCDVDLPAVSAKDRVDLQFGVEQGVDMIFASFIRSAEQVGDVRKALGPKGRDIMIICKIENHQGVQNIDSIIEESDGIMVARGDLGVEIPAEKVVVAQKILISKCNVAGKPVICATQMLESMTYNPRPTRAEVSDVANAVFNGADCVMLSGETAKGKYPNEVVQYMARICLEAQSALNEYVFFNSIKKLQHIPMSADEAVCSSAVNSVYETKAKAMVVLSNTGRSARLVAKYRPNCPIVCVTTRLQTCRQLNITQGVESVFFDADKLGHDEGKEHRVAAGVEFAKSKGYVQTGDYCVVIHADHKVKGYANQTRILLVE
#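 In 50 mM imidazole pH 7.2 with 7 mM MgCl2, LmPK (0.1 nM) turned over PEP (0.5 mM) and ADP (0.1 mM) for 1 h at room temperature. Luciferase read-out of ATP.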
# * marks the source's active call; other numbers are inactive results; ? = inconclusive; · = not tested or not shown; & = joins results of further samples; [ ] = another dose, or the depositor's remark. Unless noted, calls follow the shape of the dose curve; as a rule, active = well fitted curve in the direction sought with a large enough effect; inconclusive = small, poorly fitted or top-dose-only effect, or another doubt; inactive = no such curve, though single readings can be large; an effect the other way counts as inactive or inconclusive. Unless noted, % is scaled to controls: 0 for no effect and ±100 for the full control effect.
# Screens in order – HCMV inh	AmpC inh no detg	AMA1 RON2 block	Tb PYK inh	AmpC detergent	Sm TGR block	LmPK inhibitor
1	COc1ccc(OC)c(C2=Nn3c(nnc3C3CCCCC3)SC2)c1
→ ?	50%	-8%	0%	-3%	0%	3%
2	O=C(O)c1cccc2c1C(=O)c1ccc(-c3ccc(OC(F)(F)F)cc3)cc1S2(=O)=O
→ 21	-8%	24%	-7%	·	·	·
3	OCCCNc1ncnc2c1[nH]c1ccccc12
→ 34	-23%	-1%	4%	2%	10%	-1%
4	O=C(CCl)NCc1c(Cl)cccc1-n1cccc1
→ -98*	-12%	-11%	11%	4%	32µM*	1%
5	COc1ccc(C2N(c3ccc(OC)cc3)C(=O)C3CCCN32)cc1 (stereo not given)
→ 23	-13%	-3%	-1%	-10%	0%	0%
6	CC(c1ccccc1)N(NC(=O)C(O)(c1ccccc1)c1ccccc1)C(=O)c1ccccc1 (stereo not given)
→ -74*	-16%	1%	-13%	?	94%[activator]	1%
7	CC1CCC2C(C1)OS(=O)(=O)NC2(C)C (stereo not given)
→ ·	-5%	·	·	-11%	-15%	5%
8	CCCn1nc2cc(C(=O)NC3CCCc4ccccc43)ccc2c1OCC (stereo not given)
→ ?	-4%	6%	7%	3%	0%	3%
9	O=C(/C=C/c1ccc(Cl)cc1Cl)NC(=S)Nc1ccccn1
→ 104	-20%	8%	-1%	?	0%	-1%
10	Cc1ccc(CNC(=O)CSc2c(C(C)C)cnc3c2c(=O)n(C)c(=O)n3C)cc1
→ -39	·	·	-2%	18%	-1%	·
11	CCOc1ccc(C(=O)Nc2nnc(SCC(=O)NCC3CCCO3)s2)cc1OCC (stereo not given)
→ 35	-23%	-2%	-7%	4%	-10%	-7%
12	Cc1nn(-c2ccccc2)c2sc(-c3n[nH]c(=S)o3)cc12
→ 18	-31%	81%[activator]	-20%	0%	3%	-5%
13	Cc1nn(CC(=O)OCC(=O)Nc2ccccc2[N+](=O)[O-])c(C)c1[N+](=O)[O-]
→ 25	-47%	-10%	6%	-5%	-8%	-2%
14	CN(C)c1cccc(C(=O)Nc2cc(C(F)(F)F)ccc2-n2cnc3ccccc32)c1
→ -28	30%	-10%	0%	-10%	5%	0%
15	Cc1nc(SCC(=O)NCCc2ccc(Cl)cc2)nc(C)c1C
→ 60	22%	0%	-3%	-2%	2%	1%
16	CC(=O)Nc1ccc(NC(=O)C(C)Sc2nnc(C3CC3)n2-c2ccccc2)cc1 (stereo not given)
→ -20	-4%	2%	-19%	?	-4%	·
17	COc1ccc(NC(=O)CN2CCN(S(=O)(=O)c3ccc(C(C)C)cc3)CC2)cc1OC
→ -9	3%	-8%	3%	-2%	-5%	-3%
18	COc1cc(C(=O)Nc2cccc(C)n2)ccc1OCC(=O)N1CCOCC1
→ 0	-3%	3%	-3%	-9%	1%	·
19	CCC(C)NC(=O)Cn1c(=O)n(CCCCCC(=O)Nc2ccccc2)c(=O)c2sccc21 (stereo not given)
→ ?	-30%	-6%	-1%&-3%	21%&-4%	9%&-18%	-2%
20	CNNC(=S)NC1CC2CC1C1C=CCC21 (stereo not given)
→ -10	-6%	70%[activator]	-1%	-10%	2%	2%

# Given in transposed form: 13 of the compounds above.
1	COc1ccc(OC)c(C2=Nn3c(nnc3C3CCCCC3)SC2)c1
2	O=C(O)c1cccc2c1C(=O)c1ccc(-c3ccc(OC(F)(F)F)cc3)cc1S2(=O)=O
3	OCCCNc1ncnc2c1[nH]c1ccccc12
4	O=C(CCl)NCc1c(Cl)cccc1-n1cccc1
5	COc1ccc(C2N(c3ccc(OC)cc3)C(=O)C3CCCN32)cc1 (stereo not given)
6	CC(c1ccccc1)N(NC(=O)C(O)(c1ccccc1)c1ccccc1)C(=O)c1ccccc1 (stereo not given)
7	CC1CCC2C(C1)OS(=O)(=O)NC2(C)C (stereo not given)
8	CCCn1nc2cc(C(=O)NC3CCCc4ccccc43)ccc2c1OCC (stereo not given)
9	O=C(/C=C/c1ccc(Cl)cc1Cl)NC(=S)Nc1ccccn1
10	Cc1ccc(CNC(=O)CSc2c(C(C)C)cnc3c2c(=O)n(C)c(=O)n3C)cc1
Screen / compound no.	1	2	3	4	5	6	7	8	9	10
HCMV inh	?	21	34	-98*	23	-74*	·	?	104	-39
AmpC inh no detg	50%	-8%	-23%	-12%	-13%	-16%	-5%	-4%	-20%	·
AMA1 RON2 block	-8%	24%	-1%	-11%	-3%	1%	·	6%	8%	·
Tb PYK inh	0%	-7%	4%	11%	-1%	-13%	·	7%	-1%	-2%
AmpC detergent	-3%	·	2%	4%	-10%	?	-11%	3%	?	18%
Sm TGR block	0%	·	10%	32µM*	0%	94%[activator]	-15%	0%	0%	-1%
LmPK inhibitor	3%	·	-1%	1%	0%	1%	5%	3%	-1%	·

11	CCOc1ccc(C(=O)Nc2nnc(SCC(=O)NCC3CCCO3)s2)cc1OCC (stereo not given)
12	Cc1nn(-c2ccccc2)c2sc(-c3n[nH]c(=S)o3)cc12
13	Cc1nn(CC(=O)OCC(=O)Nc2ccccc2[N+](=O)[O-])c(C)c1[N+](=O)[O-]
Screen / compound no.	11	12	13
HCMV inh	35	18	25
AmpC inh no detg	-23%	-31%	-47%
AMA1 RON2 block	-2%	81%[activator]	-10%
Tb PYK inh	-7%	-20%	6%
AmpC detergent	4%	0%	-5%
Sm TGR block	-10%	3%	-8%
LmPK inhibitor	-7%	-5%	-2%

# Compound profiles, as listed above.
# Cc1nc(SCC(=O)NCCc2ccc(Cl)cc2)nc(C)c1C across the screens: HCMV inh = 60; AmpC inh no detg = 22%; AMA1 RON2 block = 0%; Tb PYK inh = -3%; AmpC detergent = -2%; Sm TGR block = 2%; LmPK inhibitor = 1%
# COc1cc(C(=O)Nc2cccc(C)n2)ccc1OCC(=O)N1CCOCC1 across the screens: HCMV inh = 0; AmpC inh no detg = -3%; AMA1 RON2 block = 3%; Tb PYK inh = -3%; AmpC detergent = -9%; Sm TGR block = 1%; LmPK inhibitor = ·

# Additional entries follow:
# Screens in order – HCMV inh	AmpC inh no detg	AMA1 RON2 block	Tb PYK inh	AmpC detergent	Sm TGR block	LmPK inhibitor
21	COc1ccc(CC(=O)OCn2nnc3ccccc3c2=O)cc1OC
→ -24	-17%	-5%	-14%	3%	1%	-4%
22	CC1CCN(c2nc3ccc(C(=O)NCCCN4CCCCC4C)cc3s2)CC1 (stereo not given)
→ 72	17%	-7%	-4%	-12%	4%	-8%
23	CCCCN(C=O)c1c(CC)nc2c(OCc3ccccc3C)cccn12
→ -17	·	-16%	-9%	·	·	·
24	c1ccc(Cn2ncc3c(N4CCCCC4)ncnc32)cc1
→ 6	-10%	-5%	8%	-4%	1%	6%
25	CCCCC(=O)Nc1nc2c(s1)COc1ccccc1-2
→ ·	-1%	-4%	-2%	-13%	-20%	-3%
26	CCC(C)(C)C1CCC(=NNS(=O)(=O)c2ccc(C)c([N+](=O)[O-])c2)CC1 (stereo not given)
→ 82	-36%	12%	-3%	?	-1%	2%
27	CC(C)(CO)NC(=O)C(c1ccccc1)c1ccccc1
→ -17	-13%	1%	0%	?	4%	1%
28	CCN1CCCC1CNCC(=O)Nc1ccc(OC(F)(F)F)cc1 (stereo not given)
→ 11	6%	32%[activator]	1%	-14%	6%	-7%
29	CC(=O)Nc1ccc(NC(=O)C(C)OC(=O)c2ccc(C)s2)cc1 (stereo not given)
→ 3	-10%[2.29 µM]	8%	1%	-11%	-1%	3%
30	Cc1ccc(/C=C(\NC(=O)c2ccccc2)C(=O)NC(Cc2ccccc2)C(=O)O)cc1 (stereo not given)
→ -20	-16%	7%[11.6 µM]	-5%	-11%	-1%	0%
31	COc1ccc(NC(=O)CSc2nc3[nH]ncc3c(=O)[nH]2)cc1OC
→ -25	-2%	16%	3%	?	4%	·
32	CCCCOc1ccc(Cl)cc1CSc1n[nH]c(C)n1
→ -2	-6%	0%	0%	?	-12%	3%
33	CC(CC(=O)N1CCN(C(=O)c2ccccc2)CC1)c1ccccc1 (stereo not given)
→ 33	7%	-2%	-8%	-9%	-11%	3%
34	N#C/C(=C\c1ccncc1)C(N)=O
→ -28	-15%	-4%	-2%	1%	-5%	0%
35	O=C(CSc1nc2ccccc2[nH]1)NC1CCS(=O)(=O)C1 (stereo not given)
→ 27	-13%	16%	6%	-18%	7%	-1%
36	CCN(CC)c1ccc(C(=O)NNC(=O)C2CSC3(C)CCC(=O)N23)cc1 (stereo not given)
→ 6	-15%	62%[activator]	3%	-13%	-2%	·
37	Cc1nc2ccc(C(=O)N/N=C/c3ccccc3O)cc2[nH]1
→ 51	-25%	34%[activator]	-12%	-2%	4%	-2%
38	Cc1cccc(NC(=S)N(CCCN(C)C)Cc2cc3cc4c(cc3[nH]c2=O)OCO4)c1
→ -20	-14%	-3%	3%	8%	-25%	3%
39	COc1cccc(CNC(=O)c2ccc3c(c2)sc2nc(-c4ccccc4)cn23)c1OC
→ ·	·	·	-6%	21%	-1%	·
40	COC(=O)c1ccc(NC(=O)CSc2nnc(COc3c(C)cccc3C)o2)cc1
→ -18	-14%	8%	30%	1%	-6%	4%

# Screens in order – HCMV inh	AmpC inh no detg	AMA1 RON2 block	Tb PYK inh	AmpC detergent	Sm TGR block	LmPK inhibitor
41	CN1C(=O)/C(=C\c2ccc(Br)s2)C(=O)NC1=S
→ -1	-35%	-7%	-3%	-10%	3.2µM*	-10%
42	CC(=O)c1ccc(N2CCN(C(=O)CCS(=O)(=O)c3ccc4c(c3)NC(=O)CS4)CC2)cc1
→ -26	17%	3%	3%	7%	-1%	-7%
43	O=C(CN1C(=O)NC2(CCCC2)C1=O)NNC(=O)c1ccc(Br)cc1
→ -37	-26%	66%[activator]	0%	-12%	4%	·
44	C[C@@H]1NC(=O)c2cc([N+](=O)[O-])cc(F)c2NCCC[C@@H](C(N)=O)NC(=O)[C@H](CC(N)=O)NC1=O
→ -6	-11%	7%	3%	-8%	-22%	4%
45	Cc1ccc(NC(=S)N(CCCN2CCOCC2)Cc2ccco2)cc1
→ 5	-11%	6%	-14%	?	49%[activator]	5%
46	CC(=O)c1c(C)[nH]c(C(=O)Nc2cccc(C)n2)c1C
→ 137	-19%	-16%	-2%	3%	1%	-17%
47	CSc1cccc(NC(=S)N2CCC(N(C)C3CCCCC3)CC2)c1
→ -28	-8%	-2%	-3%	3%	45µM*	-2%
